Giardia FBPA inh – qHTS Assay for Inhibitors of Fructose-1,6-bisphosphate Aldolase from Giardia Lamblia | AID 2451, 2010 | A8B2U2 | Potency, µM (series often up to 59.6 µM), for inactives: top-dose activity, negative = inhibition, most hits filed as inhibitors | purified Giardia FBPA | 0.71% of 290,000 active; further: potency means the concentration at half of the fitted maximal effect; on the % scale 0 is the no-effect control and ±100 the full control effect; nearly all actives have a fitted effect of over 55% in size
Target sequence (A8B2U2 whole entry, looked up): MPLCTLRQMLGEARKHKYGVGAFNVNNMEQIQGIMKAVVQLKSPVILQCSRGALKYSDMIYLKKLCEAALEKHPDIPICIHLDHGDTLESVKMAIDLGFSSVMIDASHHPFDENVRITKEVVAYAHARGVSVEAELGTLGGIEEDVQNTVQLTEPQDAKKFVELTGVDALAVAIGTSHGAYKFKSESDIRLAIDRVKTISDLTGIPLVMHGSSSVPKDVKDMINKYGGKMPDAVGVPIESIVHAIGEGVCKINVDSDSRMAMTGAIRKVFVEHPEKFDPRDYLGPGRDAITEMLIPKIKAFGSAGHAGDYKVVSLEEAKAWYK
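40 nM FBPA preincubated 10 min at RT with compound (up to 57.5 uM final), then substrate plus GAPDH/TPI/NAD/arsenate coupling and diaphorase/resazurin added. Fluorescence read after 20 min at RT, 525/598 nm.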
HCMV antiviral – qHTS Assay for inhibitors of the human cytomegalovirus (HCMV); HFF cells, HCMV-luciferase reporter, 72 h; active compounds read low; activity change, negative = inhibition, % at 57.5 µM; 4.5% of 410,000 active; AID 1259415, 2018; in the data active means activity change below about -60%; inconclusive means no clear call, values can overlap the other calls; inactive means above about -39%; further: on the % scale 0 is the no-effect control and ±100 the full control effect
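Two-dose cell screen: HFF monolayers treated with compounds and infected with luciferase-expressing HCMV at 1 PFU/cell, 72 h at 37C, then lysed for luciferase measurement.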
AMA1-RON2 inh – qHTS for Inhibitors of AMA1-RON; Towards Development of Antimalarial Drug Lead: Primary Screen. AlphaScreen AMA1-biotinylated RON2 peptide binding. 0.2% of 360,000 active. Plasmodium falciparum AMA1 (3D7) - RON2 peptide interaction. AID 720542, 2013. Potency, µM (doses to about 58.2 µM), for inactives: top-dose activity change, negative = inhibition, actives largely listed as inhibitors;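 further: potency means the concentration at half of the fitted maximal effect; 0% = vehicle wells and -100% = peptide control; nearly all actives have a fitted effect of over 45% in size; some results filed as inactive show a strong effect at the top dose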
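AMA1 (3D7) with his tag at 25 nM final met compounds first, then biotinylated RON2 peptide at 25 nM; detection used donor plus acceptor beads, 10 µg/mL apiece, read by AlphaScreen after 30 min at room temperature.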
Cycloheximide cs – Cycloheximide Counterscreen for Small Molecule Inhibitors of Shiga Toxin; max response, %; cell reporter, cycloheximide protein synthesis inhibition counterscreen; AID 2314, 2010; 12% of 300,000 active; in the data active means max response mostly above about 13%, no sharp cut-off; inactive means mostly below about 14%; further: read at 38.3 µM for the half of the compounds with a filed dose; 0% is about no effect
Shiga toxin inh – A qHTS for Small Molecule Inhibitors of Shiga Toxin; AID 2315, 2010; inhibition, % at 38.7 µM; Vero cells, Shiga toxin protein synthesis inhibition reporter; 9.2% of 290,000 active; in the data active means inhibition mostly above about 28%, no sharp cut-off; inactive means mostly below about 43%; further: 0% is about no effect
AmpC no deterg – qHTS Inhibitors of AmpC Beta-Lactamase (assay without detergent); P00811; Potency, µM (titrated, usually from 57.1 µM), without a hit: at the highest dose activity change, negative = inhibition, actives largely listed as inhibitors; AmpC nitrocefin hydrolysis, absorbance 480 nm, 0.0001% Triton; AID 485341, 2010; 0.52% of 330,000 active;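 further: potency means the concentration at half of the fitted maximal effect; plate controls were no compound for no effect and no enzyme for full effect; nearly all actives have a fitted effect of over 20% in size; some results filed as inactive show a strong effect at the top dose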
Target sequence (P00811 whole entry, looked up): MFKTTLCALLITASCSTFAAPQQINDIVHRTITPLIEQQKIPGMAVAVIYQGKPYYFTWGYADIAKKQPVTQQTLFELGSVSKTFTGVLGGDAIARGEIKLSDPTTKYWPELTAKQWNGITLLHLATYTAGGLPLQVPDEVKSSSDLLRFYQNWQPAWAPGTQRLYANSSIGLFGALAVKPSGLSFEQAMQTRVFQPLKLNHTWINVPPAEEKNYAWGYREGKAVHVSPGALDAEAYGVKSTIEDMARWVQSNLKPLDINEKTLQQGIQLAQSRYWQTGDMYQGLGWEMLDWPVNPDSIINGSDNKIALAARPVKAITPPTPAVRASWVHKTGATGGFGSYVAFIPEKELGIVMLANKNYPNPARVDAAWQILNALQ
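20 mM phosphate pH 7.0 + 0.01% (detergent screen) or 0.0001% Triton X-100; 5.3 nM AmpC reagent; cpd preinc 15 min RT; nitrocefin (800 uM stock) to start; A480 q20 s × 4 min; Activity was normalised to no-enzyme and no-compound control wells.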
AmpC inh detg – qHTS Inhibitors of AmpC Beta-Lactamase (assay with detergent). P00811. AmpC hydrolysis of nitrocefin, absorbance 480 nm, 0.01% Triton. Potency, µM (highest dose often 114 µM), for the others: at the top dose activity change, negative = inhibition, usual class: inhibitors. 0.041% of 370,000 active;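 further: potency means the concentration at half of the fitted maximal effect; 0% = no-compound wells and -100% = no-enzyme wells; nearly all actives have a fitted effect of over 25% in size; some results filed as inactive show a strong effect at the top dose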
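20 mM phosphate pH 7.0 + 0.01% (detergent screen) or 0.0001% Triton X-100; 5.3 nM AmpC reagent; cpd preinc 15 min RT; nitrocefin (800 uM stock) to start; A480 q20 s × 4 min; Activity was normalised to no-enzyme and no-compound control wells.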
The depositor's hits bear a star; ? = inconclusive; nt = no result given; & = joins results of further samples; [ ] = dose if it differs, or a comment. Unless noted, the call rests on the fitted dose curve; in most records, active means well fitted curve in the direction sought with a large enough effect; inconclusive means small, poorly fitted or top-dose-only effect, or another doubt; inactive means no such curve, though single readings can be large; an effect the other way counts as inactive or inconclusive. No enrichment for hits; about 16% have a hit in one of these screens.

entry | Structure | Giardia FBPA inh | HCMV antiviral | AMA1-RON2 inh | Cycloheximide cs
1 | O=C1CCN(Cc2cccnc2)CCN1[C@H](CO)Cc1ccccc1 | -14.5% | -14.5 | -4.2% | -1.2
2 | O=S(=O)(N/N=C/c1ccc(Cl)cc1)c1ccc(Cc2ncc(C(F)(F)F)cc2Cl)s1 | 4.8% | ? | 17.8% | -1.0
3 | Cc1csc(=O)n1CC(=O)OCc1nnc(-c2ccc([N+](=O)[O-])cc2)o1 | nt | 0.0 | 10.1% | nt
4 | Cc1ccc(CNC(=O)COC(=O)c2cccnc2Cl)cc1 | nt | -5.8 | 20.4% | nt
5 | COc1cc2c(cc1OC)-c1cc(N3CCc4ccccc43)nc(=O)n1CC2 | 3.0% | 10.5 | -14.2% | 0.7
6 | O=C1CN(C(=O)c2cccc(Br)c2)c2ccccc2N1 | -5.3% | 9.3 | 7.5% | -6.7
7 | CCCC(=O)NC(Nc1ccccc1F)C(Cl)(Cl)Cl (stereo not drawn) | -1.3% | nt | nt | 9.3
8 | COC(=O)c1cc(OC)c(OC)cc1NC(=O)Nc1cccc(C(C)=O)c1 | 0.6% | 9.9 | -6.4% | -3.5
9 | CC(=O)OC1C(N2CCCCC2)c2c(ccc(/C=C/C(=O)N3CCCCC3)c2O)OC1(C)C (stereo not drawn) | -4.3% | -18.0 | -0.1% | 9.2
10 | O=C(CN1CCCCC1)N1c2ccccc2CCc2ccccc21 | 4.1% | -13.9 | 1.9% | -7.0
11 | c1ccc(CN2CCOCC2)cc1 | -7.4% | 9.8 | -2.1% | -4.5
12 | Cc1ccc(S(=O)(=O)Nc2ccc(N3CCOCC3)nc2)cc1 | -17.0% | -23.2 | -2.5% | 6.7
13 | COc1ccc(C2CC(c3cccc(C(F)(F)F)c3)=NN2c2ccc(S(N)(=O)=O)cc2)cc1 (stereo not drawn) | nt | -101.0* | 31.4%[activator] | nt
14 | Cc1ccc(C(=O)NC2CC(=O)N(c3ccc4c(c3)OCCO4)C2)cc1[N+](=O)[O-] (stereo not drawn) | nt | -9.7 | -21.4% | nt
15 | CC(=O)N/C(=C/c1ccc2c(c1)OCO2)C(=O)Nc1ccccc1 | 4.4% | -15.0 | 9.0% | 26.6*

entry | Shiga toxin inh | AmpC no deterg | AmpC inh detg
1 | -2.7 | 0.2% | -14.3%
2 | -5.6 | -43.9% | -0.3%
3 | nt | -17.3% | -6.5%
4 | nt | -17.2% | nt
5 | -4.2 | -10.4% | 2.7%
6 | -12.1 | -19.7% | -7.8%
7 | -5.8 | -13.7% | -7.1%
8 | -0.4 | -2.9% | -4.9%
9 | 4.1 | -6.0% | 6.1%
10 | -7.9 | -11.8% | -4.5%
11 | -18.0 | -18.1% | 0.5%
12 | 11.3 | -13.6% | 4.7%
13 | nt | -4.5% | nt
14 | nt | ? | ?
15 | 80.0* | -11.8% | -6.2%

An excerpt from above in order of count of non-hydrogen atoms, high to low:
entry | Structure | Giardia FBPA inh | HCMV antiviral | AMA1-RON2 inh | Cycloheximide cs
14 | Cc1ccc(C(=O)NC2CC(=O)N(c3ccc4c(c3)OCCO4)C2)cc1[N+](=O)[O-] (stereo not drawn) | nt | -9.7 | -21.4% | nt
8 | COC(=O)c1cc(OC)c(OC)cc1NC(=O)Nc1cccc(C(C)=O)c1 | 0.6% | 9.9 | -6.4% | -3.5
1 | O=C1CCN(Cc2cccnc2)CCN1[C@H](CO)Cc1ccccc1 | -14.5% | -14.5 | -4.2% | -1.2

entry | Shiga toxin inh | AmpC no deterg | AmpC inh detg
14 | nt | ? | ?
8 | -0.4 | -2.9% | -4.9%
1 | -2.7 | 0.2% | -14.3%

(cont.)
entry | Structure | Giardia FBPA inh | HCMV antiviral | AMA1-RON2 inh | Cycloheximide cs
16 | Cc1ccc(CSCC(=O)NCc2ccco2)cc1 | 3.1% | -30.1 | -7.2% | 11.3
17 | Cc1ccc(S(=O)(=O)N2CC(O)C2)cc1 | nt | -18.3 | -7.6% | nt
18 | CCOc1cc(/C=N/NC(=O)c2cc(C)[nH]n2)ccc1OC(=O)c1ccc([N+](=O)[O-])cc1 | nt | nt | nt | 7.0
19 | CCCCNC(=O)C(Sc1ccccc1)c1ccccc1 (stereo not drawn) | 22.0% | -17.1 | 2.7% | -1.7
20 | CSCC[C@H](NC(=O)Nc1ccc(C)cc1)C(=O)O | 10.1% | -5.4 | 1.9% | 8.5
21 | CN(C(=O)COC(=O)C1=COCCO1)c1c(N)n(Cc2ccccc2)c(=O)[nH]c1=O | nt | 7.1 | -9.6% | nt
22 | COC(=O)c1cc(OC(=O)CCc2ccc(OC)c(OC)c2)cc(C(=O)OC)c1 | -2.7% | 22.3 | -0.7% | 1.4
23 | CC(C)(C)C(=O)Nc1cccc(C(=O)Nc2cc(C(=O)O)cc(C(=O)O)c2)c1 | 6.7% | 1.9 | -6.9% | -3.2
24 | CCCC(c1nnnn1CCOC)N1CCN(c2cccc(OC)c2)CC1 (stereo not drawn) | -11.2% | 39.7 | 9.5% | -8.1
25 | Cc1cccc(-n2nnnc2SCC(=O)Nc2cccc(S(N)(=O)=O)c2)c1 | 0.4% | -11.7 | 36.3%[activator] | -0.7
26 | COc1ccc(N2CCN(C(=O)CSc3nnc(NC(=O)C4CC4)s3)CC2)cc1 | 3.1% | -14.2 | -4.4% | -3.1
27 | C=CCn1c(=N)c(C(=O)OC)cc2c(=O)n3cccc(C)c3nc21 | 6.5% | nt | nt | -2.3
28 | Cc1nc(-n2nnc3cc(C)c(C)cc32)c2c3c(sc2n1)CCCC3 | nt | -2.7 | 2.3% | -3.8
29 | COc1cccc2c1C(CO)N1C(C#N)C3CC(C(=O)O)C(C1C2)N3C (stereo not drawn) | ? | -76.9* | 4.2% | -2.8
30 | Cc1ccccc1OCCNc1cc(N2CCN(CCO)CC2)ccc1[N+](=O)[O-] | 2.1% | -37.8 | 12.2%[2.32 µM] | -2.0

entry | Shiga toxin inh | AmpC no deterg | AmpC inh detg
16 | 25.3 | -23.6% | 0.9%
17 | nt | -5.1% | ?
18 | 15.9 | -14.9% | -6.3%
19 | 14.9 | -25.2% | -1.3%
20 | 22.1 | -16.6% | ?
21 | nt | -8.8% | -12.7%
22 | 9.4 | 98.1%[activator] | ?
23 | 1.8 | 2.5% | ?
24 | -8.7 | 26.3% | ?
25 | -11.1 | -29.0% | -9.1%
26 | -2.0 | -11.2% | -2.9%
27 | -2.7 | -28.1% | -12.2%
28 | -7.7 | -18.3% | -0.5%
29 | 10.7 | -12.2% | 6.5%
30 | -7.0 | 109.0%[activator] | -13.5%

Record cards, from the list above. Order of screens: Giardia FBPA inh | HCMV antiviral | AMA1-RON2 inh | Cycloheximide cs | Shiga toxin inh | AmpC no deterg | AmpC inh detg
Profile of O=C1CN(C(=O)c2cccc(Br)c2)c2ccccc2N1 → -5.3% | 9.3 | 7.5% | -6.7 | -12.1 | -19.7% | -7.8%
Profile of Cc1cccc(-n2nnnc2SCC(=O)Nc2cccc(S(N)(=O)=O)c2)c1 → 0.4% | -11.7 | 36.3%[activator] | -0.7 | -11.1 | -29.0% | -9.1%
Profile of CCOc1cc(/C=N/NC(=O)c2cc(C)[nH]n2)ccc1OC(=O)c1ccc([N+](=O)[O-])cc1 → nt | nt | nt | 7.0 | 15.9 | -14.9% | -6.3%
Profile of CCCC(=O)NC(Nc1ccccc1F)C(Cl)(Cl)Cl (stereo not drawn) → -1.3% | nt | nt | 9.3 | -5.8 | -13.7% | -7.1%
Profile of C=CCn1c(=N)c(C(=O)OC)cc2c(=O)n3cccc(C)c3nc21 → 6.5% | nt | nt | -2.3 | -2.7 | -28.1% | -12.2%

Other results follow:
entry | Structure | Giardia FBPA inh | HCMV antiviral | AMA1-RON2 inh | Cycloheximide cs
31 | CSc1ncc(/C=C2/C(=O)NC(=O)N(C)C2=O)cn1 | -0.6% | -12.5 | 6.5% | -2.5
32 | N#CC1=C2SCN(c3ccccc3)CN2C(=O)CC1c1c(Cl)cccc1Cl (stereo not drawn) | ? | -2.2 | 8.2% | -0.5
33 | Cc1ccc(OCC(=O)Nc2nnc(C3CCCO3)s2)c(Br)c1 (stereo not drawn) | 6.4% | -12.0 | -10.2% | 15.4
34 | COc1ccc(/C=C/C(=O)NC(=S)NN2CCCCC2c2cccnc2)cc1OC (stereo not drawn) | -14.0% | 22.3 | 97.3%[activator] | -0.9
35 | NC(=O)OCC(COC(N)=O)c1ccccc1 | -9.5%&1.4%&4.3% | ? | 0.0%&-5.8% | -3.6
36 | COc1ccc(NC(=O)O/N=C/c2ccccc2)cc1 | -0.5% | 26.3 | -2.6% | 39.8*

entry | Shiga toxin inh | AmpC no deterg | AmpC inh detg
31 | -5.4 | -22.8% | -11.1%
32 | 24.2 | 28.2µM* | -17.0%
33 | 70.1* | -18.8% | -9.2%
34 | -6.0 | 39.9% | ?
35 | -15.8 | 3.5% | -2.0%
36 | 78.5* | -16.4% | -0.1%

Source: PubChem BioAssay
